Screening results deposited in PubChem BioAssay by NCI.
All columns: NCI-60 one-dose screen, growth in % after 48 h at 10 µM unless noted; 100 = growth as untreated, 0 = no growth, -100 = all killed.
HCC-2998 = HCC-2998 colon cancer; 79,000 compounds, 4.7% hits
NCI-H322M = NCI-H322M lung cancer | 80,000 compounds, 2.7% hits
COLO 205 = COLO 205 colon cancer; 79,000 compounds, 7.3% hits; AID 1794742
SW-620 = SW-620 colon cancer. 82,000 compounds, 5.2% hits
HCT-15 = HCT-15 colon cancer; 82,000 compounds, 5.2% hits; AID 1794746
KM12 = KM12 colon cancer cells | 82,000 compounds, 5% hits | AID 1794800
HCT-116 = HCT-116 colon cancer; 82,000 compounds, 7.3% hits; AID 1794798
SNB-75 = SNB-75 CNS cancer. 79,000 compounds, 5% hits
HT29 = HT29 colon cancer; 81,000 compounds, 7.4% hits; AID 1794748
* hit, by the source's call; nt = no result given; & = joins results of further samples. The calls were made as follows: active = growth percent below 10; inactive = the rest.

Each structure is followed by: HCT-116	SW-620	HCT-15	NCI-H322M	KM12	COLO 205	SNB-75	HT29	HCC-2998
1) COc1cccc([C@H]2c3[nH]c4ccccc4c3C[C@H]3C(=O)N(CCCCCCC(=O)NO)CC(=O)N23)c1
  35	57	105	80	79	60	7.8*	57	68
2) CCOC(=O)c1sc(NCC(=O)Nc2ccccc2Cl)c(C(=O)OCC)c1C
  99	107	101	102	101	108	76	98	nt
3) O=S(=O)(NCCCNc1nccc(-c2[nH]c(-c3ccccc3)nc2-c2ccc(F)c(O)c2)n1)c1ccc(C(F)(F)F)cc1
  19	60	38	95	37	88	-0.8*	95	98
4) COc1ccc(OC)c(NCc2nnc(-c3ccc(OC)c(OC)c3)o2)c1
  88	96	101	99	101	103	85	96	103
5) Cc1cc(=O)n(-c2ccc(F)cc2)[nH]1
  104	103	90	96	106	107	88	105	106
6) CN1C(=S)N(C)C2C1N(C)C(=S)N2C (configuration not stated)
  97	113	105	83	93	114	95	97	107
7) Fc1ccc2[nH]cc(-c3nc(-c4cccnc4)cs3)c2c1
  76	95	69	nt	63	81	73	66	105
8) Cc1cn(C(C=O)OC(C=O)CO)c(=O)[nH]c1=O (configuration not stated)
  103	105	102	106	103	109	75	110	119
9) Cc1ccc(/C=C/C(=O)c2ccc3c(c2)OCO3)s1
  84	103	85	97	92	124	93	87	99
10) CC1(C)Nc2cccc3c(N=Nc4ccc(N=Nc5ccccc5)c5ccccc45)ccc(c23)N1
  70	89	78	91	106	89	73	nt	93
11) Cc1c(-c2nn(-c3ccccc3)cc2/C=N\O)nnn1-c1ccc(F)cc1
  97	104	99	99	99	112	nt	96	110
12) CN(C)CCn1c(=O)c2ccccc2n2nc3ccccc3c12
  71	64	84	85	95	57	94	79	100
13) COc1ccccc1/C=N/N=C(\C)c1nnn(-c2ccc(Cl)cc2)c1C
  93	100	101	94	104	115	98	108	106
14) Cc1ccc(C)n1NC(=O)CN(C(C)C)C(C)C
  104	108	111	108	112	104	99	106	99
15) CCCCn1c(=O)c(/C=C/C(=O)/C=C/c2ccc3c(c2)OCO3)cc2ccccc21
  54	80	71	107	88	74	78	84	105
16) CCOC(=O)N/N=C/c1ccc(N(C)C)cc1
  98	106	93	97	105	112	90	104	101
17) COc1ccc(-c2cc(-c3ccccc3)[nH]c(=O)c2N(C)C)cc1
  96	98	97	117	98	102	101	95	115
18) Cc1ccc(NC(=O)/C=C\C(=O)O)cc1
  109	125	104	112	112	108	101	88	104
19) N#CCCN(CCC#N)Cc1cc(-c2ccccc2)ccc1O
  98	101	94	107	99	106	87	116	107
20) O=C1Nc2ccc(OC(F)(F)F)cc2C12Nc1ccccc1S2 (configuration not stated)
  78	102	75	83	83	nt	43	92	122
21) COC(=O)c1cc(Cl)cc([N+](=O)[O-])c1O
  101	102	109	115	109	115	97	110	104
22) COc1ccc(-c2oc(-c3ccc(OC)cc3)c3ccccc23)cc1
  78	100	100	85	92	99	88	77	103
23) C=CCCCCCCCCC(=O)OC1CCCC1
  109	104	108	100	104	113	106	105	105
24) C=C(C)[C@@H]1CC[C@]2(C(N)=O)CC[C@]3(C)[C@H](CC[C@@H]4[C@@]5(C)C/C(=C/c6ccccn6)C(=O)C(C)(C)[C@@H]5CC[C@]43C)[C@@H]12
  26	46	38	91	60	90	66	50	72
25) Nc1ccc(C(=O)Nc2nc3c(s2)C[C@@H](NC(=O)c2cc(Cl)c(Cl)[nH]2)CC3)cc1
  92	96	78	98	88	111	78	102	111
26) CC1=C(Nc2ccc(F)cc2)C(=O)OC1C (configuration not stated)
  79	87	101	96	74	92	86	72	97
27) CS(=O)(=O)c1ccc(-c2[nH]c3ccc(F)cc3c2/C=N/NC(N)=O)cc1
  87	99	99	95	88	90	96	101	103
28) CC(=O)Nc1cc(-c2ccc(C#N)n2C)ccc1F
  104	103	104	97	101	104	83	99	103
29) CC1=CC(C)=Nn2c(nc3sc4c(c3c2=O)CCN(C)C4)N1c1ccc(Cl)cc1
  90	107	104	nt	101	102	95	95	93
30) COc1ccc(C2=NN(C(C)=O)C(c3cn(Cc4ccc(Cl)cc4)c4ccccc34)C2)cc1 (configuration not stated)
  86	98	82	83	86	115	79	90	96
31) N#CC(C#N)=C(C#N)c1c[nH]c2ccccc12
  85	62	73	110	102	74	80	80	106
32) N#CCC(C#N)N1CCOCC1 (configuration not stated)
  101	108	104	103	99	110	84	106	107
33) CCCCN(CCCC)CCNc1ccc(C)c2sc3cc(C)ccc3c(=O)c12
  90	87	93	85	94	88	64	76	93
34) C1Cc2onc(-c3noc4c3CCC4)c2C1
  108	123	105	103	106	115	116	104	115
35) Clc1ccc(Nc2nnc(CNc3ccccc3)c3ccccc23)cc1
  9.9*	31	13	30	8.9*	12	20	0.6*	18
36) Cn1c(=O)c2c(nc(Nc3ccccc3)n2CCNC(=O)c2ccccc2)n(C)c1=O
  102	95	104	97	95	94	105	100	102
37) N#Cc1cnn(C(=O)c2ccccc2Br)c1NC(=O)c1ccc(Br)cc1
  97	nt	100	99	102	99	114	104	105
38) CN1C(=S)N(C)C2C1NC(=O)N2/N=C/C=C/c1ccccc1 (configuration not stated)
  98	98	89	83	98	106	79	98	91
39) CN1CCN(C(=S)SCC(=O)Nc2nc3ccc(Cl)cc3s2)CC1
  102	nt	90	124	105	112	90	103	nt
40) C1=CCOC(c2ccccc2)OC1
  101	104	113	89	94	108	106	111	96
41) COc1cc(NS(C)(=O)=O)ccc1Cc1c2ccccc2nc2ccccc12
  0.1*	27	18	75	11	30	21	8.2*	12
42) COc1cc2oc(-c3cccc(NC(=O)c4cc(NC(=O)[C@H](C)N)ccc4Br)c3)cc(=O)c2c(OC)c1OC
  49	71	58	86	58	78	93	66	92
43) CC(=O)Nc1cc2c(cc1Cl)Cc1cc(Cl)ccc1-2
  99	97	86	96	87	105	64	99	66
44) Cc1cc2c(c(C#N)c1C)NC=NC2C (configuration not stated)
  92	105	103	118	99	106	102	104	108
45) CCCCCCCCCCCC(=O)OCCN
  113	106	97	91	112	119	111	104	99
46) CCOC(=O)c1c(C)oc(C)c(C(=O)OCC)c1=O
  97&97	98&104	102&106	107&100	117&114	117	100&97	106&105	102
47) COc1ccccc1C1=NO[C@H](C(=O)Nc2ccc(C#N)cc2)C1
  105	104	96	103	100	117	92	102	107
48) CSS[C@@H]1O[C@]23OC[C@H](O)[C@H]2OC(=O)[C@]3(O)[C@H]1C
  102	105	100	108	104	110	88	101	102
49) O=C(Nc1cccc(-n2cc(-c3ccncc3)c(-c3ccc(Cl)c(O)c3)n2)c1)Nc1ccc(Cl)c(C(F)(F)F)c1
  -51*	-20*	1.0*	25	-27*	-60*	nt	-6.5*	nt
50) O=C(Cc1ccccc1)Nc1ccc(Br)cc1
  93	nt	89	106	92	111	53	81	99
51) COc1ccc(-c2c3c(cc4cc5ccccc5nc24)[C@H]2CC[C@]4(C)C(=O)CC[C@H]4[C@@H]2CC3)cc1
  101	107	102	110	103	111	84	107	93
52) O=C(Cn1nnc2ccccc21)N/N=C/c1cc2ccccc2o1
  101	105	102	90	89	111	86	100	108
53) COc1ccc2c(c1)C(=O)/C(=C/c1cccnc1Cl)CC2
  86	103	82	112	97	106	97	93	107
54) OCCS
  103	109	104	101	103	107	91	97	94
55) CCOc1cccc(/C=C2\NC(=S)N(c3ccccc3)C2=O)c1O
  90	103	86	118	102	123	52	101	100
56) CCCC1(CCC)c2ccccc2C(CCl)(OCC)c2ccccc21
  55	103	97	94	104	107	91	86	nt
57) CCCCN1C(=O)CC2CCOC21C (configuration not stated)
  105	106	105	109	103	112	104	101	103
58) Clc1ccc(C2(C3CCNCC3)CCCO2)cc1 (configuration not stated)
  107	106	96	85	107	122	53	89	105
59) O=c1c(O)cccn1CCCN(CCCn1cccc(O)c1=O)CCn1cccc(O)c1=O
  27	46	74	41	49	109	59	88	62
60) O=C(NNC(=S)Nc1ccccc1)c1ccc(Nc2ncnc3c2cnn3-c2cccc(Br)c2)cc1
  99	104	110	95	107	103	80	105	104
61) Cc1oc(-c2ccc(Cl)cc2)nc1/C=C/C(=O)c1ccc(Br)cc1
  93	52	84	81	84	98	90	98	86
62) O=C1C=CC(=O)N1c1ccc2c(c1)Cc1cc(Cl)ccc1-2
  91	94	107	101	100	101	81	97	96

Another view of six compounds above:
No. | molecule | HCT-116 | SW-620 | HCT-15 | NCI-H322M | KM12 | COLO 205 | SNB-75 | HT29 | HCC-2998
50 | O=C(Cc1ccccc1)Nc1ccc(Br)cc1 | 93 | nt | 89 | 106 | 92 | 111 | 53 | 81 | 99
51 | COc1ccc(-c2c3c(cc4cc5ccccc5nc24)[C@H]2CC[C@]4(C)C(=O)CC[C@H]4[C@@H]2CC3)cc1 | 101 | 107 | 102 | 110 | 103 | 111 | 84 | 107 | 93
52 | O=C(Cn1nnc2ccccc21)N/N=C/c1cc2ccccc2o1 | 101 | 105 | 102 | 90 | 89 | 111 | 86 | 100 | 108
53 | COc1ccc2c(c1)C(=O)/C(=C/c1cccnc1Cl)CC2 | 86 | 103 | 82 | 112 | 97 | 106 | 97 | 93 | 107
54 | OCCS | 103 | 109 | 104 | 101 | 103 | 107 | 91 | 97 | 94
55 | CCOc1cccc(/C=C2\NC(=S)N(c3ccccc3)C2=O)c1O | 90 | 103 | 86 | 118 | 102 | 123 | 52 | 101 | 100

Hits appear at their usual frequency. Share with any hit: about 12%.
